Compound activity (PubChem BioAssay)
KB-3-1 tox = kills parental KB-3-1 adenocarcinoma cells | KB-3-1 viability, CellTiter-Glo ATP luminescence, 72 h | Potency, µM (series often up to 46.1 µM), without a hit: top-dose activity change, negative = cytotoxic, most hits filed as cytotoxic | 400,000 compounds, 1.4% hits; further: on the % scale 0 is the no-effect control and ±100 the full control effect; nearly all actives have a fitted effect of over 60% in size
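Viability of parental KB-3-1 cells, measured by CellTiter-Glo luminescence, followed a 72 h incubation at 37 °C with pinned compounds in phenol-red-free DMEM containing 10% FBS.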
GLP-1R agonist = agonists of human GLP-1 receptor | Potency, µM (titrated, usually from 45.6 µM), without a hit: at the top dose activation, usual class: activators | 380,000 compounds, 0.007% hits | HEK293 GLP-1R CRE-luciferase, luminescence, 4-6 h; cells express a hypersensitive GLP-1R form; further: % of control where 0% means no effect
Target sequence (P43220 whole entry, looked up): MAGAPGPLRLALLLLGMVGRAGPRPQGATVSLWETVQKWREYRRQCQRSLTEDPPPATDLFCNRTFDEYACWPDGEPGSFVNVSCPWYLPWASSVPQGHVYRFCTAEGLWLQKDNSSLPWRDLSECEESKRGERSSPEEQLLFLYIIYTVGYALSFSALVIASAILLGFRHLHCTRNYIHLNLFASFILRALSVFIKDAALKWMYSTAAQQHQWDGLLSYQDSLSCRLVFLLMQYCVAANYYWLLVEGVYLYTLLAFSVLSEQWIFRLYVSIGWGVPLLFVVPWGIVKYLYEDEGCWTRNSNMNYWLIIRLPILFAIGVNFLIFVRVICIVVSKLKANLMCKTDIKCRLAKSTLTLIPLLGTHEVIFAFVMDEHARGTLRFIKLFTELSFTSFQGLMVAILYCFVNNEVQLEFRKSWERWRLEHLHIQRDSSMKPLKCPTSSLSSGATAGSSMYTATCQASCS
KB-V1 MDR tox = kills drug-selected multidrug resistant KB-V1 cells; KB-V1 MDR cells viability, CellTiter-Glo, 72 h; 400,000 compounds, 3.4% hits; Potency, µM (doses to about 46.1 µM), without a hit: at the top dose activity change, negative = cytotoxicity, most hits filed as cytotoxic; further: on the % scale 0 is the no-effect control and ±100 the full control effect; nearly all actives have a fitted effect of over 60% in size
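Cytotoxicity toward P-gp-expressing KB-V1 cells was determined as loss of CellTiter-Glo luminescence after 72 h at 37 degrees C. Compounds were tested in quantitative HTS format across a concentration range, with curves fitted to normalized data.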
HT1080 IDH1KD tx = toxicity to HT-1080 IDH1 knockdown cells (counter line). Potency, µM (highest dose often 46.1 µM), for the others: at the top dose activity, negative = toxicity, usual class: cytotoxic. HT-1080 IDH1 knockdown viability, ATP luminescence, 48 h. 360,000 compounds, 2% hits;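 further: 0% = DMSO wells and -100% = cell-free medium wells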
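Cytotoxicity counter-line: IDH1KD HT-1080, 48 h, CellTiter-Glo. Curves classed by r2, magnitude and activity.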
GLP-1R inv ag = acts as inverse agonist at human GLP-1 receptor; 410,000 compounds, 1.6% hits; HEK293 GLP-1R CRE-luciferase, luminescence, 24 h; GLP-1R form is constitutively active; P43220; Potency, µM (series often up to 38.3 µM), for the others: at the highest dose activity change, negative = inhibition, actives largely listed as inhibitors; AID 624417; further: on the % scale 0 is the no-effect control and ±100 the full control effect; nearly all actives have a fitted effect of over 55% in size
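HEK293 cells stably co-expressing a cAMP-responsive luciferase reporter and constitutively active GLP-1R were seeded, incubated 12 h, then exposed to compounds for 24 h at 37 C. Luminescence was read 12 min after detection reagent; inverse agonists lower signal.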
TDP-43 yeast inh = inhibitors of TDP-43 toxicity in yeast; 410,000 compounds, 1.8% hits; Potency, µM (doses to about 46.1 µM), without a hit: at the top dose growth rescue (activation), hits mostly activators; TDP-43 expressing yeast growth rescue, BacTiter-Glo, 24 h; further: % of control where 0% means no effect; nearly all actives have a fitted effect of over 50% in size
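Luminescence from BacTiter-Glo reports growth of TDP-43-expressing yeast after 24 hr at 30 deg C with compound. Cells were raffinose-pregrown to mid-log, then seeded in galactose medium at OD600=0.02.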
HT1080-NT tox = kills 2HG-producing HT-1080-NT fibrosarcoma cells | Potency, µM (titrated, usually from 46.1 µM), for inactives: at the top dose activity, negative = less viability, hits mostly cytotoxic | 360,000 compounds, 1.6% hits | HT-1080-NT fibrosarcoma viability, CellTiter-Glo ATP luminescence, 48 h | AID 686970;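 further: NT is the 2HG producing partner of a matched IDH1 knockdown line; 0% = DMSO-treated cells and -100% = media-only wells without cells; nearly all actives have a fitted effect of over 55% in size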
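Fibrosarcoma NT cells, 750 per well in 5% FBS RPMI, were exposed to compound for 48 hours. Viability: CellTiter-Glo luminescence.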
SW480 rereplic = induces DNA re-replication in SW480 colon adenocarcinoma cells | Potency, µM (doses to about 46.1 µM), without a hit: at the highest dose re-replication activation, actives largely listed as activators | SW480 DNA re-replication, Hoechst DNA content imaging, 48 h | 340,000 compounds, 1.8% hits; further: % of control where 0% means no effect; nearly all actives have a fitted effect of over 55% in size
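Image-based DNA-content assay: after two days of treatment, nuclei were labelled with the DNA dye Hoechst and imaged, and hits were compounds raising the count of nuclei showing high fluorescence intensity.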
HEK293 tox = cytotoxicity in counter-screen for GLP-1R inverse agonists. 410,000 compounds, 0.13% hits. AID 624418. Potency, µM (top dose mostly 38.3 µM), inactives show top-dose activity change, negative = inhibition, hits mostly inhibitors. HEK293 cAMP-luciferase reporter cells, luminescence, 24 h;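 further: loss of luciferase light is scored as toxicity; on the % scale 0 is the no-effect control and ±100 the full control effect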
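Quantitative HTS format, 1536 wells, 200 cells/uL seeded. Compounds: 23 nL, 24 h, 37 °C. Detection: luciferase reagent, luminescence at 12 min RT; decreased signal taken as cytotoxic.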
An asterisk follows results filed as active; u = inconclusive; x = not tested or not shown; [ ] = dose if it differs, or a comment. The call rests on the fitted dose curve; in most records, active means well fitted curve in the direction sought with a large enough effect; inconclusive means small, poorly fitted or top-dose-only effect, or another doubt; inactive means no such curve, though single readings can be large; an effect the other way counts as inactive or inconclusive. Potency means the concentration at half of the fitted maximal effect.

Start of the listing, in advance:
SMILES	KB-3-1 tox	GLP-1R agonist	KB-V1 MDR tox	HT1080 IDH1KD tx	GLP-1R inv ag	TDP-43 yeast inh	HT1080-NT tox	SW480 rereplic	HEK293 tox
O=C(Cc1csc(NC(=O)Nc2ccc(Cl)cc2)n1)NCc1cccnc1	3%	-4%	17%	2%	u	22%	7%	-3%	-24%
O=S1(=O)CCC(N=Nc2c(O)n(Cc3ccccc3)c3ccccc23)C1 (stereo not given)	0%	3%	u	-4%	4%	27%	-12%	2%	1%
Cc1noc(C)c1COC(=O)c1ccccc1NC(=O)Cc1ccccc1	-1%	22%	-9%	0%	-12%	27%	0%	1%	-8%

Results, from the start:
SMILES	KB-3-1 tox	GLP-1R agonist	KB-V1 MDR tox	HT1080 IDH1KD tx	GLP-1R inv ag	TDP-43 yeast inh	HT1080-NT tox	SW480 rereplic	HEK293 tox
O=C(Cc1csc(NC(=O)Nc2ccc(Cl)cc2)n1)NCc1cccnc1	3%	-4%	17%	2%	u	22%	7%	-3%	-24%
O=S1(=O)CCC(N=Nc2c(O)n(Cc3ccccc3)c3ccccc23)C1 (stereo not given)	0%	3%	u	-4%	4%	27%	-12%	2%	1%
Cc1noc(C)c1COC(=O)c1ccccc1NC(=O)Cc1ccccc1	-1%	22%	-9%	0%	-12%	27%	0%	1%	-8%
Cc1cc(C)nc(Nc2n[nH]c(-c3cccc4ccccc34)n2)n1	-10%	-1%	6%	3%	19%	19%	-1%	-2%	-12%
CCn1c(SCC(=O)N2CCC(C)CC2)nc2c([nH]c3ccccc32)c1=O	-3%	-2%	-3%	-1%	4%	25%	-3%	x	6%
CCN1C(=O)[C@@H]2[C@@H](c3ccc(-c4ccc(OC)cc4)c(OC)c3)N3CCC[C@@]3(C(=O)OC)[C@@H]2C1=O	5%	2%	6%	-2%	2%	24%	23%	0%	-11%
N#C/C(C(N)=O)=c1/ccc2c(c1)N1C3=C(CCCC3)CC3CCCCC31N=2 (stereo not given)	u	1%	23µM*	-3%	-13%	-3%	-3%	2%	-11%
CCCC(=O)Nc1c2c(nn1-c1ccc(C)cc1)CS(=O)(=O)C2	-1%	13%	5%	-2%	1%	-1%	-1%	-19%	3%
COc1ccc(OCCCC(=O)Nc2cccnc2)cc1	10%	-6%	0%	5%	0%	14%	7%	-3%	10%
CCOc1cc(CNCc2ccccn2)cc(Cl)c1OCC	-1%	4%	-1%	-6%	-29%	1%	1%	-5%	-1%
O=C(NCCCN1CCCC1=O)C(=O)NCC1OCCCN1S(=O)(=O)c1ccccc1 (stereo not given)	0%	2%	u	-1%	-14%	0%	-1%	x	-5%
CCCCCCCNC(=O)C1(CC2CC(c3ccc(Cl)cc3)=NO2)CCN(C(=O)CCCCCBr)CC1 (stereo not given)	-6%	8%	4%	-16%	u	-3%	-12%	0%	-21%
CC(C)(C)NCC(O)(c1ccc(Cl)cc1)c1ccc(Cl)cc1	-18%	0%	u	15µM*	4.5µM*	-23%	13µM*	u	u
Cc1cc(=O)oc2c3c(cc(OCC(=O)NCCCn4ccnc4)c12)OC(C)(C)CC3	3%	22%	-3%	-5%	u	5%	0%	-2%	2%
O=C(NCCCn1ccnc1)C(=O)c1cn(CC(=O)N2CCCCCC2)c2ccccc12	-5%	6%	-10%	-3%	11%	17%	-11%	-3%	-4%
CCCCN(C)CCCNC(=O)CC1Oc2ccccc2NC1=O (stereo not given)	-4%	-1%	-7%	0%	-6%	5%	-10%	0%	10%
Cc1sc2nc(CSC(C)C(=O)NC3(C#N)CCCCC3)[nH]c(=O)c2c1C (stereo not given)	1%	6%	0%	-7%	u	-9%	-11%	u	5%
Cc1cc(SCC(=O)c2cccs2)n2nc(C)c(-c3ccccc3)c2n1	-25%	1%	21µM*	u	u	-22%	-7%	u	u
CCOC(=O)c1csc(NC(=O)CN2CCCCC2)n1	0%	-4%	-12%	13%	6%	5%	22%	-8%	-16%
CCOc1ccc(N(CC(=O)NC2CCCC2)S(=O)(=O)c2c(C)[nH]c(=O)[nH]c2=O)cc1	22%	0%	u	18%	-4%	18%	19%	-13%	-6%
COc1ccc(Cn2c(=S)[nH]c3cc(C(=O)NCc4cccnc4)ccc3c2=O)cc1	17%	2%	10%	-14%	1%	8%	-5%	1%	1%
N#CC(CC(=O)c1ccc(F)cc1)c1ccc2c(c1)OCO2 (stereo not given)	6%	14%	-14%	6%	-18%	11µM*	-4%	-1%	6%
COc1ccc(N2CCN(C3CC(=O)NC3=O)CC2)cc1 (stereo not given)	15%	4%	3%	-2%	7%	12%	2%	-5%	1%
CCC(C)Nc1nc2c(c(=O)n(C)c(=O)n2C)n1Cc1ccc(Cl)cc1 (stereo not given)	-4%	21%	u	-18%	u	u	-12%	5%	2%
COc1ccc2[nH]c3nc(SCC(=O)Nc4cccc(NC(C)=O)c4)nnc3c2c1	-3%	27%	u	-7%	9%	9%	-9%	-35%[inhibitor]	-2%
CCCCn1c(N)c(N(CC(C)C)C(=O)c2ccc(F)c(S(=O)(=O)N3CCOCC3)c2)c(=O)[nH]c1=O	0%	5%	-14%	-1%	10%	2%	1%	-2%	18%
Cc1ccc2c(c1)c1c(n2CC(O)Cn2ccnc2C)C(=O)CCC1 (stereo not given)	-1%	-3%	0%	-3%	u	-15%	-16%	-4%	2%
COCCCNC(=O)C[C@@H]1C[C@@]2(C(=O)OC)CC(C)(C)CC=C2N(Cc2ccco2)C1=O	-3%	x	u	0%	4%	24%	19%	x	-10%
Cc1ccc(/C=N/NS(=O)(=O)c2ccc([N+](=O)[O-])cc2)o1	-2%	0%	0%	0%	20%	27%	-3%	4%	20%
CC1CCCN(Cc2nc3c(c(=O)n(C)c(=O)n3C)n2CC(=O)c2ccccc2)C1 (stereo not given)	-4%	5%	15%	11%	u	24%	11%	-19%	3%
Cc1nc(C)c(CC(=O)N2CCc3c([nH]c4ccccc34)C2c2ccccn2)s1 (stereo not given)	22%	15%	u	-10%	-11%	18%	-14%	-4%	-4%
COC(=O)c1ccc(CSc2nncn2C)cc1	1%	2%	-9%	9%	7%	-16%	6%	-4%	6%
Cc1ccc(N(CC(=O)NC2CCCCCC2)S(=O)(=O)c2c(C)nn(C)c2C)cc1	2%	10%	9.2µM*	5%	1%	21%	10%	-2%	0%
COc1cc2c(C#N)c(N3CCc4ccccc4C3)nc(N)c2c(N)n1	u	2%	u	u	36%[activator]	13µM*	u	16%	2%
COc1ccc(C(=O)NNC2=CC(=O)CC(C)(C)C2)cc1	21%	-3%	-3%	-2%	3%	12%	-3%	-3%	-3%
CC(=O)Nc1nonc1-c1nnc(SCC(=O)Nc2cccc(C)c2C)n1-c1ccccc1	7%	x	-6%	x	-7%	21%[9.22 µM]	x	x	1%
COc1ccc(C)cc1N(C)C(=O)Cc1c(C(=O)O)n(C)c2ccccc12	4%	3%	-2%	0%	-14%	u	10%	-1%	0%
CCOC(=O)c1[nH]c(C)c(C(=O)NCc2ccc(Cl)cc2)c1C	11%	-6%	23µM*	-25%	0%	-19%	u	4%	-22%
Cc1ccc(/C=C/C(=O)NN2CCN(C)CC2)cc1	0%	4%	12%	7%	18%	-2%	6%	-5%	-7%
CCCc1c(C(=O)N/N=C(\C)c2ccc(O)cc2)nnn1-c1nonc1N	-2%	-5%	u	2%	-3%	-8%	5%	-4%	12%
COc1cccc(NC(=O)CSc2nnc(COc3ccc(Cl)cc3)o2)c1	7%	x	0%	x	2%	7%	x	x	0%
CC(=O)c1ccc(N/C=C\C(=O)c2ccc(C)cc2)cc1	18%	5%	-13%	4%	24%[7.66 µM]	7%[9.22 µM]	16%	12%	-2%[7.66 µM]
COc1ccccc1NS(=O)(=O)c1cccc(-n2c(O)c(C=Nc3ccccc3C(=O)O)c3ccccc3c2=O)c1	-1%	-1%	1%	u	15%	-22%	u	4%	u
Cn1nc(-c2ccccc2)c(CSc2ccccc2Cl)c1Cl	u	-16%	12µM*	u	u	10%	u	5.8µM*	-13%
COc1ccc(NC(=O)CSc2nc(C)cs2)c(OC)c1	-23%	14%	-15%	9%	15%	0%	-13%	-7%	4%
CCN1CCN(c2nnc(-n3cccc3C(=O)Nc3cccc(OC)c3)s2)CC1	-9%	x	-7%	x	8%	-4%	x	x	-1%
COC(=O)c1ccc2c(=O)n(CC3CCCO3)c(SCC(=O)Nc3ccccc3Cl)nc2c1 (stereo not given)	0%	-10%	-10%	-18%	0%	-4%	-3%	-16%	6%
O=c1c2c(nc3c(-c4ccccc4)c[nH]n13)CCC2	u	2%	u	u	-11%	-16%	11µM*	-4%	-27%
Cc1cccc(-c2cc(C(=O)Nc3sc(C)c(C)c3C(N)=O)c3ccccc3n2)c1	-2%	-1%	u	3%	u	u	10%	-49%[inhibitor]	u
COc1ccc(NC(=O)Cc2nnc(SCC(=O)NC3CCCCC3)n2C)cc1	16%	-2%	8%	2%	-9%	0%	18%	-8%	-6%
Fc1cc(Br)ccc1Nc1c2c(nc3nc(-c4cccs4)nn13)CCCC2	u	x	-14%	x	7%	20µM*	x	x	9%
Cc1ccnc(NC(=O)CCC2COc3ccccc3O2)c1 (stereo not given)	5%	-3%	u	-2%	-21%	12%	-3%	-6%	10%
CCCCCC1CC(CC(=O)O)C(=O)O1 (stereo not given)	-5%	-6%	12%	5%	6%	-2%	14%	-2%	-2%
CC1(C)Cc2nc3sc4c(=O)n(CC(=O)NCc5ccco5)cnc4c3cc2CO1	u	-7%	-8%	10µM*	0%	-2%	u	16µM*	-42%
Cc1ccc2oc(C(=O)N(C)Cc3cnccn3)c(C)c2c1	-4%	11%	-19%	-1%	26%	7%	5%	0%	-3%
COc1ccc(NC(=O)Cc2coc3cc(C)ccc23)cn1	-1%	0%	10%	1%	5%	-5%[9.22 µM]	0%	-8%	-3%

Rows are unselected; any-hit rate near 9.4%.
